# Bioassay records: PubChem BioAssay, National Center for Advancing Translational Sciences (NCATS)
# Sm TGR block = S. mansoni TGR enzyme inhibition; Q962Y6; purified TGR, DTNB reduction, TNB absorbance 405 nm; Potency, µM (titrated, usually from 114 µM), for inactives: at the highest dose activity change, negative = inhibition, usual class: inhibitors; actives 3% (n = 360,000); note: potency is the fitted concentration of half-maximal effect; nearly all actives have a fitted effect of over 60% in size
#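 TGR 20 nM + NADPH 100 uM (dispensed conc.), cpd preinc 15 min RT; start with NADPH (500 uM addition) then DTNB (15 mM addition). Kinetic TNB absorbance, 405 nm filter. Four-parameter Hill fit across titration.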
# HCMV antiviral = inhibitors of human cytomegalovirus; HFF cells, HCMV-luciferase reporter, 72 h; active compounds read low; activity change, negative = inhibition, % at 57.5 µM; actives 4.5% (n = 410,000); AID 1259415; in the data active = activity change below about -60%; inconclusive = no clear call, values can overlap the other calls; inactive = above about -39%
#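 Human foreskin fibroblasts infected with luciferase-reporter HCMV at MOI 1 PFU/cell, compounds at two doses. Luciferase measured 72 h post infection; normalized to buffer-only basal and Salinomycin (10uM) controls.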
# HCV inhibitor = blocks hepatitis C virus | AID 651820 | actives 3.4% (n = 340,000) | Huh7.5.1 HCVcc-Cre infection, luciferase reporter, 44 h | Potency, µM (top dose mostly 41.8 µM), for the others: at the highest dose activity change, negative = inhibition, most hits filed as inhibitors; note: potency is the fitted concentration of half-maximal effect
#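 Reporter virus HCVcc-Cre (~0.5 moi) infects cells exposed to compound; seeding density 1,000 cells/well with 4 h settling beforehand. Luminescence, 15 sec read, taken 44 h post-infection following a 15 min RT substrate incubation.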
# Giardia FBPA inh = inhibitors of Giardia lamblia fructose-1,6-bisphosphate aldolase; purified Giardia FBPA; actives 0.71% (n = 290,000); Potency, µM (titrated, usually from 59.6 µM), without a hit: at the top dose activity, negative = inhibition, usual class: inhibitors; A8B2U2; note: potency is the fitted concentration of half-maximal effect; nearly all actives have a fitted effect of over 55% in size
# Target sequence (A8B2U2 whole entry, looked up): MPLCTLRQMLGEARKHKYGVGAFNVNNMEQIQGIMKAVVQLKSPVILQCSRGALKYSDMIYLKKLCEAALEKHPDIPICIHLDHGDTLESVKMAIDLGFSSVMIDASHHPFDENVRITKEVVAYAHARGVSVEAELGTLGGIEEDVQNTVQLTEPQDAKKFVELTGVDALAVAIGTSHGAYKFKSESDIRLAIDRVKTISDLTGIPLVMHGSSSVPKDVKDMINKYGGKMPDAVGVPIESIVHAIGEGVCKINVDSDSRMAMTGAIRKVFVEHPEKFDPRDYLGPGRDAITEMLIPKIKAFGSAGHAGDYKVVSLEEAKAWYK
#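 Giardia FBPA (40 nM reagent) was preincubated 10 min at RT with compound (up to 57.5 uM final), then substrate plus GAPDH/TPI/NAD/arsenate coupling system with diaphorase/resazurin was added; resorufin fluorescence (525/598 nm) was read after 20 min.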
# AmpC inh no detg = inhibitors of E. coli AmpC beta-lactamase without detergent | AID 485341 | P00811 | actives 0.52% (n = 330,000) | AmpC nitrocefin hydrolysis, absorbance 480 nm, 0.0001% Triton | Potency, µM (titrated, usually from 57.1 µM), inactives show top-dose activity change, negative = inhibition, usual class: inhibitors;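 note: potency is the fitted concentration of half-maximal effect; plate controls were no compound for no effect and no enzyme for full effect; nearly all actives have a fitted effect of over 20% in size; some results filed as inactive show a strong effect at the top dose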
# Target sequence (P00811 whole entry, looked up): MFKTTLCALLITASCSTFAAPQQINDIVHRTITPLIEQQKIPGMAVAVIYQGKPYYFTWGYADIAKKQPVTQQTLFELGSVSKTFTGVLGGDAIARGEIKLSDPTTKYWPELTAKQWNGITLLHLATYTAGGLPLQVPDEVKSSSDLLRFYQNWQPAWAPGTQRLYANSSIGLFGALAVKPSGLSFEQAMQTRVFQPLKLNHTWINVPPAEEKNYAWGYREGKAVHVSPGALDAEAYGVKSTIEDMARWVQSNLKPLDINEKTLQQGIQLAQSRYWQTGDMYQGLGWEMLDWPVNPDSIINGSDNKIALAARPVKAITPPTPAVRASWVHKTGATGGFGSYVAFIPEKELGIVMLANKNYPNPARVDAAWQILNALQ
#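 20 mM phosphate pH 7.0 + 0.01% (detergent screen) or 0.0001% Triton X-100; 5.3 nM AmpC reagent; cpd preinc 15 min RT; nitrocefin (800 uM stock) to start; A480 q20 s × 4 min; Activity was normalised to no-enzyme and no-compound control wells.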
# AmpC inh detg = blocks E. coli AmpC beta-lactamase in detergent assay; P00811; AID 485294; AmpC hydrolysis of nitrocefin, absorbance 480 nm, 0.01% Triton; actives 0.041% (n = 370,000); Potency, µM (top dose mostly 114 µM), without a hit: top-dose activity change, negative = inhibition, most hits filed as inhibitors;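 note: potency is the fitted concentration of half-maximal effect; 0% = no-compound wells and -100% = no-enzyme wells; nearly all actives have a fitted effect of over 25% in size; some results filed as inactive show a strong effect at the top dose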
#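 AmpC (5.3 nM in the dispensed reagent) in 20 mM phosphate pH 7.0 with 0.01% (detergent screen) or 0.0001% Triton X-100 was preincubated with compounds for 15 min at room temperature. Nitrocefin was then added from an 800 uM solution, and hydrolysis was followed at 480 nm.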
# Numbers without * were called inactive; u = inconclusive; x = not tested or not shown; & = joins results of further samples; [ ] = remark or other dose. Unless noted, calls come from the whole dose curve; as a rule, active = well fitted curve in the direction sought with a large enough effect; inconclusive = small, poorly fitted or top-dose-only effect, or another doubt; inactive = no such curve, though single readings can be large; an effect the other way counts as inactive or inconclusive. Unless noted, % is set by controls: 0 for no effect and ±100 for the full control effect.
SMILES,Sm TGR block,HCMV antiviral,HCV inhibitor,Giardia FBPA inh,AmpC inh no detg,AmpC inh detg
COc1ccc(C(=O)NNC(=O)CN(C)S(=O)(=O)c2ccc(Cl)cc2)c(OC)c1OC,6.1%,u,u,x,-17.2%,u
CCCc1ccc2oc(C(=O)NCCc3cnn(C)c3)c(C)c2c1,-24.8%,14.1,x,x,134.0%[activator],-6.6%
O=C(c1cc([N+](=O)[O-])ccc1N1CCCCC1)N1CCc2ccccc21,0.9%,u,u,-4.4%,-39.6%,-9.6%
Cc1cccc(NC(=O)Cn2ncc3c4ccccc4n(Cc4ccccc4)c3c2=O)c1C,-3.5%,9.5,x,x,x,1.2%
Cn1c2ccccc2c2cc(/C=C(\NC(=O)c3ccccc3)C(=O)O)ccc21,-2.0%,-23.0,4.2%,3.2%,-29.9%,-2.9%
CCCCCCNC(=O)Nc1ccccc1,0.9%,52.2,11.7%,-0.5%,-26.0%,-1.5%
CCOC(=O)CNS(=O)(=O)c1ccc(S(=O)(=O)N2CCCC2)cc1,-2.9%,-20.8,-2.4%,1.6%,-16.1%,-0.9%
COc1cc(CNCCNCC(C)O)ccc1OCc1ccc(Cl)nc1 (stereo not drawn),-1.7%,-27.5,-3.2%,6.8%,-10.7%,u
COc1ccccc1N1CCN(c2nc3ccc(C)cc3nc2-n2nc(C)cc2C)CC1,1.3%,-16.4,x,x,x,3.8%
O=C(CCSc1ccccc1)NCC1CCCO1 (stereo not drawn),5.5%,-18.0,15.1%,8.3%,-6.8%,-2.9%
COc1cc(-c2nnc(SCC3(c4ccccc4)OCCO3)o2)cc(OC)c1OC,1.9%,12.2,u,-1.6%,137.7%[activator],-4.3%
Cc1cc(=O)oc2cc(OCC(=O)Nc3ccc(CN4CCOCC4)cc3)ccc12,3.9%,-16.2,-12.4%,1.6%,31.6%,4.5%
COc1ccc(-c2cc(C(=O)NC3CCCCC3)no2)cc1OC,-5.3%,3.8,-7.3%,-8.9%,-4.0%,u
Cc1ccc(N(CC(=O)Nc2ccccc2C(=O)N2CCOCC2)S(C)(=O)=O)cc1,1.0%,-13.3,-0.5%,1.3%,-7.9%,2.0%
CCCCc1c(C)nc2c(OC)cccc2c1SCCC(=O)O,-8.0%,-2.2,2.3%,-2.3%,-29.9%,-0.4%
CC(C)N1CCN(Cc2coc3ccccc3c2=O)CC1CCO (stereo not drawn),u,-9.1,-12.2%,-0.1%,-6.9%,5.8%
FC(F)(F)c1cccc(-c2cc(C3CCNCC3)[nH]n2)c1,10.6%,-72.5*,u,4.7%,48.8%,-9.9%
NC(=O)CC(NC(=O)Cc1cccc2ccccc12)c1ccc(NCCN2CCCCC2)c([N+](=O)[O-])c1 (stereo not drawn),7.3%,-23.0,4.8%,-6.0%,12.0%,u
CN(C)/C=C1\NC(=S)N(c2ccccc2)C1=O,u,-29.7,16.8%,u,-4.6%,7.3%
C=CCn1c(CCC(=O)O)ccc1-c1ccccc1,44.7µM*,-21.2,9.7%,15.4%,-32.1%,u
Cc1cc(NC(=O)CCC(=O)N(C2CC2)C2(C(=O)NC3CCCC3)CCC(C)CC2)no1 (stereo not drawn),-20.3%,32.3,20.6%,5.6%,-0.2%,-4.8%
COc1ccc(-c2nc(-n3c(C)c(C(C)=O)c(C(C)=O)c3C)sc2C)cc1OC,-6.3%,47.7,-31.6%,0.3%,17.3%,1.4%
CC(C)c1ccc(C(C(=O)NC2CCCC2)N(C(=O)c2csnn2)C2CC2)cc1 (stereo not drawn),6.6%,-7.1,-4.3%,x,36.5%,-3.4%
COc1ccc(C(=O)NCc2cn3ccsc3n2)cc1OC,-0.5%,27.5,4.5%,0.4%,-15.0%,u

# Retrieved by structure from the list above (six):
SMILES,Sm TGR block,HCMV antiviral,HCV inhibitor,Giardia FBPA inh,AmpC inh no detg,AmpC inh detg
COc1ccc(-c2nc(-n3c(C)c(C(C)=O)c(C(C)=O)c3C)sc2C)cc1OC,-6.3%,47.7,-31.6%,0.3%,17.3%,1.4%
CN(C)/C=C1\NC(=S)N(c2ccccc2)C1=O,u,-29.7,16.8%,u,-4.6%,7.3%
COc1ccc(C(=O)NCc2cn3ccsc3n2)cc1OC,-0.5%,27.5,4.5%,0.4%,-15.0%,u
NC(=O)CC(NC(=O)Cc1cccc2ccccc12)c1ccc(NCCN2CCCCC2)c([N+](=O)[O-])c1 (stereo not drawn),7.3%,-23.0,4.8%,-6.0%,12.0%,u
Cc1ccc(N(CC(=O)Nc2ccccc2C(=O)N2CCOCC2)S(C)(=O)=O)cc1,1.0%,-13.3,-0.5%,1.3%,-7.9%,2.0%
Cc1cc(NC(=O)CCC(=O)N(C2CC2)C2(C(=O)NC3CCCC3)CCC(C)CC2)no1 (stereo not drawn),-20.3%,32.3,20.6%,5.6%,-0.2%,-4.8%

# (continued)
SMILES,Sm TGR block,HCMV antiviral,HCV inhibitor,Giardia FBPA inh,AmpC inh no detg,AmpC inh detg
CCOc1ccc(NC(=O)CSc2nnc(CNC(=O)c3ccco3)o2)cc1,7.2%,-26.8,8.0%,-0.6%,-12.4%,7.7%
COc1ccc(-n2c(=O)c3c(c4cc(OC)ccc4n3C)n(Cc3cccc(C)c3)c2=O)cc1,-4.0%,-5.8,x,x,x,4.9%
CC1(C)CC(=O)c2cnc(N)nc2C1,10.9%,-3.6,7.9%,1.5%,-28.4%,1.9%
O=C1C2C3C=CC(C3)C2C(=O)N1/N=C/c1ccc(-c2ccccc2[N+](=O)[O-])o1 (stereo not drawn),-21.9%,92.7,37.0%[activator],u,-29.4%,-7.1%
N=C1C(c2nc3ccccc3s2)=C(O)CN1NC(=O)c1ccccc1[N+](=O)[O-],6.1%,-37.3,1.4%,1.6%,-4.2%[2.29 µM],0.0%
Cc1nn(CC(=O)NNC(=O)c2ccccc2F)c([N+](=O)[O-])c1Br,5.5%,21.1,-10.3%,0.7%,-8.7%,0.8%
COc1ccc(C(=O)Oc2cc(/C=N/NS(=O)(=O)c3ccc(C)cc3)ccc2OC)cc1,3.7%,-102.1*,15.7%,-4.9%,-51.8%,u
COc1ccc(OC)c(/C=C2\S/C(=N/NC(=O)c3ccc4ccccc4c3)NC2=O)c1,-1.6%,27.9,13.0%,u,-28.5%,u
O=C(NCC1COc2ccccc2O1)C1CCCN(S(=O)(=O)c2cccc3nsnc23)C1 (stereo not drawn),-4.4%,-21.9,u,-2.9%,-6.1%,-3.6%
COc1cccc(N/C=C/c2onc(C)c2[N+](=O)[O-])c1,-9.5%,19.0,12.9%,0.2%,-13.4%,-2.6%
COc1cc(C(c2nnnn2C(C)(C)C)N2CCN(C)CC2)cc(OC)c1OC (stereo not drawn),-22.7%,-13.2,3.5%,-4.4%,-1.0%,9.1%
CCCc1cc(C(=O)Nc2ccccc2SC)no1,9.1%,-7.8,-1.5%,-0.1%,39.8µM*,6.0%
Cc1[nH]c2ccccc2c1/C=N/NC(=S)NCc1ccccc1,1.4%,11.0,u,-10.9%,-37.7%,-13.8%
Cc1c(CNC(=O)C2CCC(=O)N(CCc3ccccc3)C2)cnn1C (stereo not drawn),3.5%,41.3,x,1.0%,-0.8%,-0.4%
CCCC[N+](CC#CCO)(CC#Cc1ccccc1)CCCC,-34.8%,-32.6,14.3%,-1.6%,-10.7%,0.6%
Cc1cc(C(C)(C)C)cc(C)c1CCNC(=O)c1ccc[n+]([O-])c1,-7.3%,u,u,2.3%,94.4%[activator],0.9%
COc1cc(OC)c(N(C)C(=O)c2cc3c(=O)oc4ccccc4c3s2)cc1Cl,-2.1%,-8.1,x,x,x,3.2%
OC(c1ccc(F)cc1)C(c1ccccc1)N1CCOCC1 (stereo not drawn),-5.1%,-21.4,-1.2%,4.4%,x,2.7%
C=CCC(NCc1ccccc1)c1ccccc1 (stereo not drawn),-2.0%,-1.5,3.4%,-23.1%,-11.9%,-2.7%
O=C1c2ccccc2[C@@H]2C[C@@H](O)[C@H](Nc3cccc4ccccc34)CCN12,x,-28.8,-17.2%,x,-37.6%,x
O=C(CS(=O)(=O)c1cn(Cc2ccc(Cl)cc2)c2ccccc12)N1CCCC1,-7.4%,-17.3,-17.5%,-0.4%,87.5%[activator],u
COc1cccc(CNC(=O)C(=O)N2CCC3(CC2)OCCN3S(=O)(=O)c2ccc(C)cc2)c1,1.0%,-35.7,-17.7%,x,33.5%,u
COc1ccc(NC(=O)C(NC(C)=O)C(=O)NCc2ccccc2OC)cc1 (stereo not drawn),-3.7%,2.3,10.4%,-8.6%,-13.9%,-11.0%
COc1ccccc1CNC(=O)c1cccc2c1C(=O)N(Cc1cccnc1)C2,-1.9%,-10.6,-10.9%,0.6%,19.6%,1.1%
CCC(C)N=Cc1c(O)n(-c2ccccc2)c(=O)[nH]c1=O (stereo not drawn),-0.9%,17.4,21.9%,2.7%,-25.2%,7.9%
COc1cc(NC(=O)CN2CCN(c3ccccc3)CC2)c(C)cc1[N+](=O)[O-],-4.9%,-34.2,12.1%,0.7%,-19.7%,u
CCOC(=O)c1ccc(NC(=O)N2CCc3ccccc32)cc1,-1.7%,36.8,u,-8.0%,-28.2%,0.0%
C[C@]12CC[C@H](OS(=O)(=O)O)CC1=CC[C@@H]1[C@@H]2CC[C@]2(C)C(=O)CC[C@@H]12,-10.2%&2.2%,-4.5&-22.8&-15.8,32.7%&-47.9%&10.5%[activator],x,-9.0%&-24.8%,u
Cc1nc(NCC2CCCO2)c2oc3ccccc3c2n1 (stereo not drawn),0.2%,-14.6,-10.6%,-16.5%,-9.1%,u
COc1cccc(-c2csc(N3CCN(C(=S)Nc4ccccc4OC)CC3)n2)c1,6.6%,-1.0,u,0.3%,-21.0%,5.0%
Cc1ccc(SCC(=O)N2CCC(C(N)=O)CC2)cc1,0.4%,-13.6,7.9%,6.4%,-14.3%,9.6%
O=C(CCC1CCN(Cc2ccccc2O)CC1)NC1CC1,-5.8%,7.1,6.8%,-2.0%,-4.7%,u
COc1cc(C)nc(NS(=O)(=O)c2ccccc2Cl)n1,0.0%,-5.6,11.0%,-13.6%,-12.2%,-1.2%
N#Cc1cccc(C(c2nnnn2C2CCCC2)N2CCCCCC2)c1 (stereo not drawn),4.0%,-34.0,u,-3.5%,-17.8%,0.5%
CC(C)(C)OC(=O)NCCc1nnc(SCC(=O)c2ccc(Cl)cc2)o1,7.3%,-15.3,u,-9.4%,21.6%,-4.2%
Cc1ccc(S(=O)(=O)N(CC(=O)N2CCOCC2)c2ccc(C(C)C)cc2)cc1,-8.7%,-19.4,-4.3%,x,173.3%[activator],-6.3%
O=C(CCN1C(=O)C2CCCCC2C1=O)Nc1nc2c(F)cc(F)cc2s1 (stereo not drawn),-10.1%,10.6,15.2%,x,-13.8%,4.9%
COc1cc(C(F)(F)F)c(C(=O)N(C)Cc2cc(Cl)cc(Cl)c2)cn1,-4.8%,22.1,-9.4%,0.8%,71.2%[activator],-6.7%
COC(=O)CNS(=O)(=O)c1ccc(Cc2ccc(S(=O)(=O)NCC(=O)OC)cc2)cc1,-19.3%,25.1,11.4%,12.4%,52.2%,-2.7%
